# BAP1 block – blocks human BAP1 ubiquitin-AMC hydrolysis; recombinant BAP1, Ub-AMC hydrolysis fluorescence kinetic; hits give low values; 72,000 tested, 0.48% active; Q92560; AID 436; activity remaining (% of control), % at 20 µM;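 active = activity remaining at or below 50% of control, provided the compound also passes the data quality filters; inactive = the rest, including low values that fail the filters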;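 also: 100% = DMSO wells rate and 0% = substrate alone blank rate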
# Target sequence (Q92560 whole entry, looked up): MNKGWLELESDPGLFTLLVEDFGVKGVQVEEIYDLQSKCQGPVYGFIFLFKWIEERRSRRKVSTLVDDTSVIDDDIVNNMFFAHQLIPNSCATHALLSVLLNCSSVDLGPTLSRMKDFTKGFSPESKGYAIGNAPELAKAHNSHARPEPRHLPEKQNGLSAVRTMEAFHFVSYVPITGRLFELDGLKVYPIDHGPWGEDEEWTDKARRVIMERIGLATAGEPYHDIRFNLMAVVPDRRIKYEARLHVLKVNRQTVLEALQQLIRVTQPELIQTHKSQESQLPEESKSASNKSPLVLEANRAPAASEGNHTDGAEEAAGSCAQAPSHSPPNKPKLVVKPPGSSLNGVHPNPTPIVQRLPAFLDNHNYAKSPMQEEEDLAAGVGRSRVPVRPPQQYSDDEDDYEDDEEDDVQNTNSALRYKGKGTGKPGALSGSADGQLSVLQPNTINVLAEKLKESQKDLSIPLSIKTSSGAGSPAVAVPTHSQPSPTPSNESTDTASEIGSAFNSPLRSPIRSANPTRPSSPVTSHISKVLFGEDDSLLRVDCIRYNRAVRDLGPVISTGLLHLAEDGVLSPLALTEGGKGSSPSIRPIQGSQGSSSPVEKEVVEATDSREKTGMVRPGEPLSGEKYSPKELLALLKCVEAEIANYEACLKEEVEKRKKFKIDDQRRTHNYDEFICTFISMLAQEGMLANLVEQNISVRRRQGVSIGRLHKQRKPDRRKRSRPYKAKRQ
# HePTP inh – inhibitors of human HePTP phosphatase; 110,000 tested, 0.64% active; AID 521; inhibition, % at 20 µM; P35236; recombinant HePTP phosphatase activity, OD absorbance; in the data active = inhibition above about 50%;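 also: plate controls were vehicle for no effect and reference inhibitor for full effect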
# Target sequence (P35236 whole entry, looked up): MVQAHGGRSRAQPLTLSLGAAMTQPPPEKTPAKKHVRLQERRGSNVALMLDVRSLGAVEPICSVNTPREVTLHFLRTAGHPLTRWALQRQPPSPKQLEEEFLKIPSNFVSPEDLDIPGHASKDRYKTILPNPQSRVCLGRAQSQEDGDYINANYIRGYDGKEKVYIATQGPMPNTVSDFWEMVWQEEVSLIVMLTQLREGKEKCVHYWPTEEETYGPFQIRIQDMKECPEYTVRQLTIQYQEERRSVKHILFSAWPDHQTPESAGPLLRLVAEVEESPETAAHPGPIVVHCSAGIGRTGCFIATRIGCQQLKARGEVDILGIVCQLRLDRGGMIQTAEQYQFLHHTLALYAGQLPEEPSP
# Starred values were filed as active, the others as inactive; / = no result given.
SMILES,BAP1 block,HePTP inh
COc1ccc(OC)c(NC(=O)c2ccc([N+](=O)[O-])cc2Cl)c1,/,1.7
Cc1ccc(-c2nn3c(C)nnc3c3ccccc23)cc1S(=O)(=O)N1CCN(CCO)CC1,101.0,7.9
O=C(CN1CCCc2ccccc21)NC(=O)NCc1ccco1,70.8,6.1
CCOc1ccccc1/C=C1/C(=O)NN(c2ccccc2)C1=O,/,-3.8
Cc1ccc(N(CC(O)CN2CCCC2)S(=O)(=O)c2ccccc2)cc1 (stereo not drawn),97.8,-3.8
COc1ccccc1-n1nnnc1SCc1cc2c(cc1Br)OCO2,73.0,10.9
O=C(Nc1ccc(Cl)cc1)Nc1nnc(-c2ccccc2Cl)s1,/,10.7
CCOC(=O)N1CCC(NC(=O)c2cc(C(=O)NCc3ccc(F)cc3)ccc2CO)CC1,106.3,7.8
CCc1cc2c(C)c(CC)c(=O)oc2cc1OCC(C)=O,/,-10.1
CCOC(=O)c1c(-c2ccc(C)cc2)csc1NC(=O)C1CCCCC1C(=O)O (stereo not drawn),/,6.2

# In the list so far, 4 contain a halogen.
SMILES,BAP1 block,HePTP inh
COc1ccc(OC)c(NC(=O)c2ccc([N+](=O)[O-])cc2Cl)c1,/,1.7
COc1ccccc1-n1nnnc1SCc1cc2c(cc1Br)OCO2,73.0,10.9
O=C(Nc1ccc(Cl)cc1)Nc1nnc(-c2ccccc2Cl)s1,/,10.7
CCOC(=O)N1CCC(NC(=O)c2cc(C(=O)NCc3ccc(F)cc3)ccc2CO)CC1,106.3,7.8

# Later entries
SMILES,BAP1 block,HePTP inh
N#Cc1nc(Cc2cccc3ccccc23)oc1NCCCn1ccnc1,98.7,-6.9
COc1cc(-c2nc3sc4c(c3c(=O)[nH]2)CCCC4)ccc1OS(=O)(=O)c1ccccc1,/,11.2
CCOc1ccc(-c2[nH]nc3c2C(c2cccnc2)C(C#N)=C(N)O3)cc1 (stereo not drawn),96.7,5.6
O=C(COC(=O)c1cc(S(=O)(=O)N2CCOCC2)ccc1O)NCC1CCCO1 (stereo not drawn),/,2.4
Cc1ccc(Cl)cc1N1CCN(C(c2ccc(C#N)cc2)c2nnnn2C2CCCC2)CC1 (stereo not drawn),30.3*,13.5
COc1cc2c(C(=O)NCc3ccc4c(c3)OCO4)cn(C)c(=O)c2cc1OC,109.1,5.3
Cc1cc(C(=O)O)ccc1-n1c(C)ccc1C,/,103.6*
CCN(CC)c1ccc(NC(=O)c2cc([N+](=O)[O-])ccc2Cl)cc1,/,2.2
COc1ccccc1NC(=O)CSc1ncnc2c1oc1ccccc12,89.0,-5.6
O=C(OCC(=O)N(C1CCCCC1)C1CCCCC1)c1cnccn1,116.0,4.6
O=C(COC(=O)C1CCCN1C(=O)OCc1ccccc1)c1ccc(-c2ccccc2)cc1 (stereo not drawn),/,3.6
CCOc1ccc(S(=O)(=O)NCc2ccc(F)cc2)c2cccnc12,55.6,3.9
COc1ccc(NC(=O)/C(C#N)=C\c2ccc(Sc3ccccc3)o2)cc1,/,2.3
CC1=C(C(=O)Nc2ccccc2Cl)C(c2ccccc2F)NC(=O)N1 (stereo not drawn),/,7.9
CCN1C(=O)NC2C1N(S(C)(=O)=O)CCN2S(C)(=O)=O (stereo not drawn),108.4,2.9
COc1ccc(C(=O)O/N=C2/C(=O)N(C)c3ccccc32)cc1OC,/,8.5
O=C(Nc1cccc(-c2cn3ccccc3n2)c1)c1cccc(Br)c1,/,17.9
CC(=O)c1c(C(C)=O)c(C)n(Cc2ccc3c(c2)OCO3)c1C,111.4,8.1
COc1ccccc1NC(=O)N1CCN(c2ccc3nncn3n2)CC1,93.7,-4.1
COc1ccc(NC(=O)c2ccc(CN3CCN(Cc4ccccc4)CC3)cc2)cc1,/,0.5
CCOCCOC(=O)c1ccc(NC(=O)c2ccc(C(=O)C(=O)c3ccccc3)cc2)cc1,/,1.6
COc1ccc2cc(CCNC(=O)C(C)(C)C)c(=O)[nH]c2c1,96.0,-11.4
CC(C(=O)N1CCN(c2ccccc2)CC1)N1C(=O)C2CC=CCC2C1=O (stereo not drawn),121.0,8.2
Cc1ccccc1N1CCN(S(=O)(=O)C[C@]23CCC(CC2NC(=O)[C@@H](N)CCS(C)(=O)=O)C3(C)C)CC1 (stereo partly drawn),93.9,/
COC(=O)C1=C(C(=O)OC)SC(=C2C(=S)C(C)(C)N(C(=O)c3cccc(C)c3)c3cc(OC)ccc32)S1,/,-0.8
CCOc1ccc(C2SCC(=O)N2c2c(C)n(C)n(-c3ccccc3)c2=O)cc1 (stereo not drawn),94.3,-2.0
CCOC(=O)C(C(=O)OCC)n1ccc(=O)[nH]c1=O,71.2,/
COc1ccc(N(CC(=O)Nc2ccccc2C)S(C)(=O)=O)cc1Cl,/,-8.3
O=C1Nc2ccccc2/C1=N\N=C\c1ccccc1[N+](=O)[O-],/,-24.9
O=C(c1cccnc1)N1N=C(c2ccc([N+](=O)[O-])cc2)CC1(O)C(F)(F)F (stereo not drawn),/,0.9
CCOC(=O)C(NC(=O)CC)C(O)c1cccc([N+](=O)[O-])c1 (stereo not drawn),/,-6.7
O=C(CSc1ncn(-c2ccccc2)n1)NCc1ccccc1,111.2,1.3
C=CCNc1ncnc2c1[nH]c1ccccc12,/,-3.5
CS(=O)(=O)N(CC(=O)NCCC1=CCCCC1)c1ccc2c(c1)OCO2,107.6,8.9
O=C(O)CCN1C(=O)c2ccc(NC(=O)c3cccs3)cc2C1=O,65.6,8.6
O=c1oc(-c2cccc(F)c2)nc2cc(Cc3ccc4c(=O)oc(-c5cccc(F)c5)nc4c3)ccc12,/,3.1
COc1c(F)c(F)c(C(=O)Nc2ccccc2N2CCN(C(C)=O)CC2)c(F)c1F,52.0,11.9
COc1ccc(Cl)cc1N1C(=O)C2CCCN2C1c1ccccc1F (stereo not drawn),98.3,-6.5
CCN(CC)CCOC(=O)c1ccc(N=CC2=C(O)CC(C)(C)CC2=O)cc1,68.0,3.2
CNc1nc(C)c(C(=O)OCc2ccccc2)s1,91.8,5.4
O=C(CS(=O)(=O)Cc1ccccc1)N1CCN(c2cccc(C(F)(F)F)c2)CC1,/,-3.1
CCc1ccc(NC(=O)C(=O)NCC(O)c2ccccc2)cc1 (stereo not drawn),/,-3.7
COc1ccc(-c2cc(C(=O)Nc3c(C)cccc3C)c3ccccc3n2)cc1,/,1.0
CCc1ccc(NC(=O)CCOc2ccccc2)cc1,76.8,/
COc1ccc(C/C(N)=N/OC(=O)c2cccc([N+](=O)[O-])c2)cc1,/,-10.1
Cc1ccc2[nH]c(=O)c(C3=NN(C(=O)CCC(=O)O)C(c4ccccc4)C3)c(-c3ccccc3)c2c1 (stereo not drawn),121.9,/
O=C(Nc1c(C(=O)N2CCC(Cc3ccccc3)CC2)cnn1-c1ccccc1)c1cccc(F)c1,/,11.4
O=C(CC12CC3CC(CC(C3)C1)C2)N1CCCOC1,101.6,1.0
O=c1[nH]c(Cc2ccccc2)nc2c1oc1ccccc12,109.0,5.3
COc1ccccc1Cn1c(=O)c2ccccc2n2c(Sc3ncnc4sccc34)nnc12,62.7,5.7
# Carrying on:
SMILES,BAP1 block,HePTP inh
O=C(Nc1ccc(-c2nc3ccccc3o2)cc1)c1ccc(S(=O)(=O)N2CCCCC2)cc1,288.5,/
Cc1ccc(C#N)c(SCc2cc3c(cc2Cl)OCO3)n1,/,2.6
O=C(Nc1nc2n(n1)C(c1ccccc1)C=C(c1ccccc1)N2)c1ccco1 (stereo not drawn),/,4.9
O=C(CN1C(=O)C2CC=C(Cl)CC2C1=O)Nc1ccc(C(=O)O)cc1 (stereo not drawn),56.8,2.4
COc1ccc(C(=O)Nc2ccc([N+](=O)[O-])cc2Cl)cc1OC,/,-0.7
COC(=O)c1sc2ccccc2c1NC(=O)c1ccc(S(=O)(=O)N2CC(C)CC(C)C2)cc1 (stereo not drawn),85.3,/
CC(=O)c1ccc(N2CCN(C(=O)c3ccc(Br)cc3)CC2)c(F)c1,94.1,-5.0
OC(C#CCN1CCCC1)c1ccccc1 (stereo not drawn),101.8,-6.6
CCOc1ccc(NC(=O)c2c(NC(=O)c3ccc(C)cc3)sc3c2CCC3)cc1,/,-4.4
C=CCSc1nc(C)c2cc(OCC)ccc2n1,/,-11.9
O=c1c2c([nH]c3ccccc13)C(=C1CCCC1)CC2,77.3,9.8
Cc1ccc(NC(=O)/C=C/c2ccccc2)cc1F,/,4.8
CC(NS(=O)(=O)c1ccc(Cl)cc1)C1C2CC3CC(C2)CC1C3 (stereo not drawn),/,7.8
CN1CCN(Cc2cc(=O)oc3cc4c(cc23)CCC4)CC1,84.6,-6.0
Cc1ccc2c(Cl)c(C(=O)Nc3nc4ccc(Br)cc4s3)sc2c1,/,8.4
O=C(/C=C/c1ccccc1)NC(=S)Nc1ccc(Br)cn1,/,19.4
O=C(CC1CCCCC1)c1c(O)c2ccccc2oc1=O,78.2,2.3
CCCC(=O)N/C(N)=N\c1nc(C)c2ccccc2n1,/,-8.2
O=C1c2ccccc2C(Nc2ccc3c(c2)OCCO3)N1c1ccc(Cl)cn1 (stereo not drawn),81.8,4.0
Cc1csc(C(C#N)C(=O)c2ccc(S(=O)(=O)N3CCCC3)cc2)n1 (stereo not drawn),88.8,2.6
Cc1ccc(-c2cc(=O)[nH][nH]2)c(C)c1,77.6,-6.3
O=C(Nc1ccc(F)cc1)c1cc2cc(Br)ccc2oc1=O,63.7,/
CN(C)CCCN1C(=O)c2cccc3c(Br)ccc(c23)C1=O,/,11.6
O=C1CC(N(Cc2ccccc2)Cc2ccccc2)C(=O)N1c1ccc(Cl)cc1 (stereo not drawn),/,7.7
COc1ccc(-c2cc3c(ccc4ccccc43)oc2=O)cc1,/,-9.5
CCOc1cc(/C=N/NC(=O)C(=O)Nc2ccccc2OC)ccc1O,/,8.9
O=C1CCCc2nc(-c3ccccc3)cc(-c3ccccc3)c21,/,-15.8
O=C(Nc1ccc(Cl)c(-c2nc3ncccc3o2)c1)c1ccccc1,/,-1.7
O=C(NC1CCCCNC1=O)c1ccc(Cl)cc1 (stereo not drawn),118.0,-1.8
COc1ccccc1-n1cnc2cc(C(=O)NCc3ccco3)ccc21,78.1,/
COc1ccc(C(=O)N2CCCC(c3nc(-c4cccs4)no3)C2)cc1OC (stereo not drawn),72.5,-8.5
Cc1ccc(C(=O)OCC(=O)Nc2sc3c(c2C#N)CCCCC3)cc1NC(=O)c1ccco1,/,9.3
c1ccc(COCCOCCN2CCOCCOCCOCCOCCOCC2)cc1,79.9,/
CCOC(=O)C1=C(C)C2C3C(=O)N(c4cc(C)ccc4C)C(=O)C3C1(C)C1C(=O)N(c3cc(C)ccc3C)C(=O)C21 (stereo not drawn),/,2.0
CS(=O)(=O)N1CCCC(C(=O)NCc2cccs2)C1 (stereo not drawn),107.0,7.1
Cc1cc(NS(=O)(=O)c2ccccc2)n(-c2ccccc2)n1,119.8,3.0
Cn1c(C(=O)N(Cc2ccccc2)Cc2ccccn2)cc2sccc21,96.8,6.2
Cc1ccc(/C=N/NC(=O)C2CC(=O)N(c3ccc(Cl)cc3)C2)cc1 (stereo not drawn),/,4.9
COc1ccc(Cl)cc1NC(=O)c1ccco1,115.3,2.3
O=C(O)/C=C/c1cccc2c1OCCO2,/,9.0

# BAP1 block, what is marked active above
SMILES,BAP1 block,HePTP inh
Cc1ccc(Cl)cc1N1CCN(C(c2ccc(C#N)cc2)c2nnnn2C2CCCC2)CC1 (stereo not drawn),30.3*,13.5

# Some values from above:
# CS(=O)(=O)N1CCCC(C(=O)NCc2cccs2)C1 (stereo not drawn) in HePTP inh is entered as 7.1
# CCOC(=O)C1=C(C)C2C3C(=O)N(c4cc(C)ccc4C)C(=O)C3C1(C)C1C(=O)N(c3cc(C)ccc3C)C(=O)C21 (stereo not drawn) in HePTP inh is entered as 2.0
# Cc1cc(NS(=O)(=O)c2ccccc2)n(-c2ccccc2)n1 in HePTP inh is entered as 3.0
# Cc1ccc(C(=O)OCC(=O)Nc2sc3c(c2C#N)CCCCC3)cc1NC(=O)c1ccco1 in HePTP inh is entered as 9.3

# Further results follow.
SMILES,BAP1 block,HePTP inh
C=CCNC(=O)CN(c1ccc(OC)cc1)S(C)(=O)=O,/,-9.5
C=CCC(CC=C)(NC(=O)/C=C/c1cccc([N+](=O)[O-])c1)c1ccccc1,/,1.2
CN(C)c1ccc(CN(C(=O)COc2ccc(F)cc2)C2CCS(=O)(=O)C2)cc1 (stereo not drawn),98.2,3.1
O=C(c1cccn2c(=O)c3cc(Cl)ccc3nc12)N1CCOCC1,90.8,-3.2
CC(NC(=O)c1ccccc1O)c1ccccc1 (stereo not drawn),/,0.1
Cc1ccc(C(=O)N2CCC(C(N)=O)CC2)cc1C,92.8,18.1
O=C(Nc1c[nH]c(=O)[nH]c1=O)c1ccc2c(c1)C(=O)N(c1ccccc1-c1ccccc1)C2=O,/,0.0
CCC(=O)Nc1sc2c(c1C(=O)Nc1cccc3ccccc13)CCCCC2,/,-8.6
CS(=O)(=O)N(CC(=O)N1CCN(c2cccc(Cl)c2)CC1)C1CCCCC1,145.8,-0.6
CC(C)(C)c1ccc(S(=O)(=O)Nc2ccccn2)cc1,/,4.8
O=C1CCCC2=C1C(c1ccc([N+](=O)[O-])cc1)C1C(=O)c3ccccc3C1=N2 (stereo not drawn),/,-6.6
C=CCN1C(=O)C2(/C(=C(\O)c3ccc4c(c3)OCCO4)C(=O)C(=O)N2CCCOC)c2ccccc21 (stereo not drawn),125.5,7.1
CC1CCN(Cc2nc3c(c(=O)n(C)c(=O)n3C)n2Cc2cccc3ccccc23)CC1,99.9,9.7
Nn1nnc2ccccc21,96.1,/
COc1ccc(Cc2noc(-c3ccc(Cl)cc3)n2)cc1,/,-7.8
COc1ccc(C(=O)COC(=O)C2CCN(S(=O)(=O)c3cccc4cccnc34)CC2)cc1,52.3,/
COc1ccc(-c2cn3c4c(sc3n2)CCCC4)cc1,88.5,8.3

# Bioassay records deposited in PubChem by several laboratories.
